NPR2 activator – GC-B (human) receptor activation; P20594; HEK293-GC-B cells, CNP EC30, cGMP TR-FRET; 0% at EC30 CNP, 100% saturating CNP; activation, % at 10 µM; 370,000 tested, 0.11% active;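 active = activation at 10 µM reaching about 35% in either raw or pattern-adjusted values, limit read from the data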
Target sequence (P20594 whole entry, looked up): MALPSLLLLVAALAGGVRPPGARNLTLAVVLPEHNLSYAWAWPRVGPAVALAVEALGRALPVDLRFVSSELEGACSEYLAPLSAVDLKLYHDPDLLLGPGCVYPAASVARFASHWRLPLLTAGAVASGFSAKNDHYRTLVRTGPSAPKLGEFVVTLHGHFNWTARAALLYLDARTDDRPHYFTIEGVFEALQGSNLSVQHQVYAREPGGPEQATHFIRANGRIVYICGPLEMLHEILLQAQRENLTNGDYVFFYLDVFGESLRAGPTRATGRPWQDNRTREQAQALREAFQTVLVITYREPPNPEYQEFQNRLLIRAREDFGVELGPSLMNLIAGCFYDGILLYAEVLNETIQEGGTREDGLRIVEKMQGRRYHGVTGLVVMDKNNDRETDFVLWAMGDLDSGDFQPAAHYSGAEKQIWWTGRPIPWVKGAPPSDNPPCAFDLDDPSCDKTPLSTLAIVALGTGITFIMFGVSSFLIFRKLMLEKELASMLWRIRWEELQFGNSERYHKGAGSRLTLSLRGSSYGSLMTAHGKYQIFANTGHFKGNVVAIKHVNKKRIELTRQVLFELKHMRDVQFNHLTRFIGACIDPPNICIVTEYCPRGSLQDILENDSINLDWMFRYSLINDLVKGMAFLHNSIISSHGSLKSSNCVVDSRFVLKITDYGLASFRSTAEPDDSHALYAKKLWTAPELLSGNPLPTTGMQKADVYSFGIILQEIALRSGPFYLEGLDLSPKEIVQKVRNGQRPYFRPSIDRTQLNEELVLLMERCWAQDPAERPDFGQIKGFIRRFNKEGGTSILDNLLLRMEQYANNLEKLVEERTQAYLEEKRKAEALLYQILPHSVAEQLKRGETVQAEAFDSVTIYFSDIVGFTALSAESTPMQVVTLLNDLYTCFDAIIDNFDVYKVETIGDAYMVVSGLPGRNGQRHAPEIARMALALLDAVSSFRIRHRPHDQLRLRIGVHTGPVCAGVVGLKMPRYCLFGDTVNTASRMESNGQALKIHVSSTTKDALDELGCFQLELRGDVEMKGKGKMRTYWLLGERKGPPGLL
TCR CD3 inh – blocks the human TCR-CD3 interaction. TAMRA-labeled TCR probe fluorescence, biochemical. inhibition, % at 9.4 µM. 360,000 tested, 0.37% active. AID 651800; in the data active = inhibition above about 19%;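 note: recombinant mutant TCR 2C K166C tagged with TAMRA read by polarization; 0% = receptor in buffer alone and 100% = receptor with positive control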
mABHD4 FP – ABHD4 (mouse) inhibition, primary FP screen | purified mABHD4, FP-Rh probe fluorescence polarization | inhibition, % at 8.92 µM | 370,000 tested, 0.54% active | AID 720543;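 active = inhibition exceeding the mean over every tested compound plus 3 SD, cut at about 30% in these data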;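 note: 0% = plate median of compound wells and 100% = S159A mutant with DMSO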
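Doses – 8.92 µM, single dose · Material – wild-type mouse ABHD4 protein · Replication – single well per compound (singlicate) · Measure – percent inhibition of probe binding, normalized to plate controls · Schedule – 45 min compound pre-incubation plus 60 min probe step, 25 °C · Detection – fluorescence polarization with parallel and perpendicular emission, 525/598 nm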
HTRA1 inhibitor – HTRA1 (human) protease inhibition; Q92743; recombinant HTRA1, FP-rhodamine activity-based probe, fluorescence polarization; inhibition, % at 5.96 µM; 340,000 tested, 0.5% active; AID 504803; in the data active = inhibition above about 36%;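 note: 0% = enzyme with DMSO and 100% = wells lacking enzyme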
NPR1 activator – GC-A (human) enzyme activation; P16066; HEK293 GC-A cells, cGMP TR-FRET, EC30 ANP; 0% at EC30 ANP, 100% saturating ANP; activation, % at 10 µM; 370,000 tested, 0.14% active; AID 1671463; in the data active = activation above about 40%
SIAE primary – blocks human sialic acid acetylesterase; 370,000 tested, 0.69% active; SIAE FP-Rh probe binding, fluorescence polarization; Q9HAT2; inhibition, % at 9.66 µM;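 active = inhibition above a cutoff: mean of compounds within the control limits plus 3 SD of those, cut at about 17% in these data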;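 note: 0% = plate median of compound wells and 100% = probe without SIAE protein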
rCAG binder – binds r(CAG) RNA repeats. inhibition, % at 3 µM. 370,000 tested, 1.3% active. r(CAG) RNA repeat, TO-PRO-1 dye displacement fluorescence;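 active = inhibition above the plate cutoff, the mean of all test compounds on that plate plus 3 SD, cut at about 35% in these data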;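 note: 0% = DMSO alone and 100% = 100 µM mitoxantrone as full dye displacement; higher means more dye released from RNA so lower well fluorescence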
MBD2 inh – blocks human MBD2 binding to methylated DNA | Q9UBB5 | TR-FRET, MBD2 binding to methylated oligonucleotide | inhibition, % at 4.4 µM | 370,000 tested, 0.31% active | AID 686964; in the data active = inhibition above about 13%
UHRF1 binding – human UHRF1 methylated DNA binding inhibitors; inhibition, % at 4.4 µM; UHRF1 binding to methylated oligo, TR-FRET; 370,000 tested, 0.75% active; Q96T88; in the data active = inhibition above about 21%;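 note: UHRF1 SRA domain binding a hemimethylated CpG hairpin DNA probe; 0% = median of test compound wells and 100% = reference inhibitor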
PRMT1 FP inh – blocks human protein arginine methyltransferase 1; 370,000 tested, 1.3% active; AID 652257; inhibition, % at 2.79 µM; recombinant PRMT1, activity-based probe fluorescence polarization;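 active = inhibition above about 21% made by adding two undisclosed values, limit read from the data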
* hit, by the source's call; · = not tested or not shown.

mol,NPR2 activator,TCR CD3 inh,mABHD4 FP,HTRA1 inhibitor,NPR1 activator,SIAE primary,rCAG binder,MBD2 inh,UHRF1 binding,PRMT1 FP inh
CCOC(=O)CSc1nc2cc(C)cc(C)c2cc1C#N,-12,-9,1,1,-10,-4,6,-1,5,-3
Cc1cc(C)c(C(=O)COC(=O)c2nn(C)c(=O)c3ccccc23)cc1C,-3,9,-4,-2,-2,3,3,1,-1,-1
Brc1cccc2sc(N3CCCC3)nc12,-2,-5,-3,3,2,2,-1,5,4,-4
COC(=O)c1cc(S(=O)(=O)NCC2CCN(CCc3ccc(OC)cc3)CC2)c[nH]1,-1,-2,-5,3,0,-8,-3,-1,3,1
Cc1ccc2c(c1)N(CC(=O)N1CCCCCC1)C(=O)CO2,0,-3,-5,2,-2,-4,-4,7,1,3
C[C@H]1CN(CCc2ccccc2)C(=O)[C@@H]1CC(=O)NCc1ccccc1,2,0,5,0,-1,-3,-5,-4,-2,-2
O=C(O)C1CCCN(C(=O)c2cccc3ccccc23)C1 (stereo not given),1,8,2,4,0,-7,3,8,1,-1
CCCCC(=O)Nc1cccc(C(=O)Nc2ccccc2C(=O)O)c1,-3,11,1,-6,-3,-6,20,3,4,3
COc1ccc(Cl)cc1N/C(N)=N/c1nc(C)cc(C)n1,-1,-9,-18,1,6,-6,6,6,7,5
CC(C)(C)c1ccc(Nc2n[nH]c3ccccc23)cc1,-8,-8,12,·,1,7,6,-2,-1,4
CCNc1ccc(C(=O)OCC(=O)N2CCCC2)cc1[N+](=O)[O-],2,-1,5,11,-2,6,-6,-16,-6,-2
COC(=O)C1=C(C)Nc2ncnn2C1c1ccc(OCc2ccccc2)cc1 (stereo not given),3,-4,1,2,2,2,0,0,-1,3
CN1CCCN(C2C3CC4CC(C3)CC2C4)CC1 (stereo not given),4,-3,6,-6,1,-5,-1,-4,0,2
COc1ccc(OC(=O)C2CC(=O)N(c3ccc(C)cc3)C2)cc1 (stereo not given),-2,-3,2,-1,3,11,-4,-1,2,-1
Fc1cccc(NC(=S)NNc2c3ccccc3nc3ccccc23)c1,4,-9,28,36*,9,39*,22,2,-6,1

Compound profiles, from the list above. Order of screens: NPR2 activator, TCR CD3 inh, mABHD4 FP, HTRA1 inhibitor, NPR1 activator, SIAE primary, rCAG binder, MBD2 inh, UHRF1 binding, PRMT1 FP inh
Entry for C[C@H]1CN(CCc2ccccc2)C(=O)[C@@H]1CC(=O)NCc1ccccc1 → 2, 0, 5, 0, -1, -3, -5, -4, -2, -2
Entry for CCOC(=O)CSc1nc2cc(C)cc(C)c2cc1C#N → -12, -9, 1, 1, -10, -4, 6, -1, 5, -3
Entry for O=C(O)C1CCCN(C(=O)c2cccc3ccccc23)C1 (stereo not given) → 1, 8, 2, 4, 0, -7, 3, 8, 1, -1

Further compounds
mol,NPR2 activator,TCR CD3 inh,mABHD4 FP,HTRA1 inhibitor,NPR1 activator,SIAE primary,rCAG binder,MBD2 inh,UHRF1 binding,PRMT1 FP inh
CCC(=O)NCc1c(Cl)cccc1-n1cccc1,1,2,1,4,-4,6,0,-4,2,-2
C=CCOc1ccc(/C=C2\SC(=S)N(C(C(=O)O)c3ccccc3)C2=O)cc1 (stereo not given),6,2,5,-1,3,-9,12,1,-8,2
CC(C)Nc1nc(NC(C)C)nc(Oc2ccc(/C=N/O)cc2)n1,-4,4,-1,2,1,-1,-7,0,2,-6
S=c1[nH]nc(Cc2cccs2)n1-c1cccc2ccccc12,3,-6,7,1,1,-7,6,4,3,2
O=C(NCc1cccs1)C1CCN(c2nc3ccccc3o2)CC1,-1,6,0,3,4,2,-2,2,1,-1
Cc1ccccc1OCc1nnc(SCCN2CCCC2)n1-c1ccccc1,-2,8,4,-14,-9,3,-5,2,1,-1
CC(=NCCCn1ccnc1)C1=C(O)c2ccccc2C1=O,4,3,-4,-2,0,-8,-4,-2,-3,-7
COc1ccc(-c2nc(CCNC(=O)c3ccco3)cs2)cc1OC,-6,-7,-2,-4,2,-3,5,1,3,-1
CC(NC(=O)/C(C#N)=C1\N=C(NC(=O)c2cccs2)c2ccccc21)c1ccccc1 (stereo not given),-4,0,7,-2,-1,2,6,-3,2,0
Cc1cc2c(c(=O)o1)C1(C)CC(C)(O2)c2c(cc(C)oc2=O)O1,-2,2,-2,·,1,2,-1,-2,1,5
Cc1csc2nc(COC(=O)CNC(=O)c3ccc(Cl)cc3)cc(=O)n12,-8,2,-3,3,6,4,5,7,0,5
Cc1cccc(NCc2ccc(O)c3ncccc23)c1C,-1,-2,7,·,4,11,3,-2,-3,1
CCO[C@@H]1OC(C(=O)NCc2ccccc2)=C[C@H](c2csc3ccccc23)[C@H]1CCCO,-1,4,-12,-49,-11,0,-1,1,-2,0
O=c1nc2n(c3ncccc13)CCC2,2,2,-3,0,-4,1,0,2,-3,0
CCOc1ccc(Oc2ccc(C(F)(F)F)cc2N)cc1,-1,-1,-11,2,4,8,-5,0,0,-1
Cc1ccc(C2CC(c3cccs3)=NN2C(=O)CSC2=NN3CCCC(=O)N=C3S2)cc1 (stereo not given),3,7,-12,-14,2,-8,5,0,-3,-6
O=[N+]([O-])c1ccc2nc(-c3ccncc3)[nH]c2c1,11,3,-4,5,6,4,2,-6,-7,-6
COc1cccc(-c2cc(C(F)(F)F)c(C#N)c(=O)[nH]2)c1,-2,-3,-21,-15,2,0,22,1,-2,-3
C/C(=N\Nc1nc(N)cc(Cl)n1)c1ccc(F)cc1,3,-1,9,1,-2,4,2,1,-3,2
O=C(NC1(C(F)(F)F)NC(=O)N(C2CCCCC2)C1=O)c1ccco1 (stereo not given),2,4,-5,-16,3,2,-3,-2,4,-1
COC(=O)CSc1nnc(COc2ccc([N+](=O)[O-])cc2)n1C,1,5,-3,5,1,2,-1,1,-2,0
COc1ccc(-n2c(SCC(=O)N3CCCCC3)nc(O)cc2=O)cc1,1,-4,7,1,-1,3,14,4,-2,-2
O=C(c1ccc(Cl)c([N+](=O)[O-])c1)N1CCN(c2ccccc2)CC1,-4,-5,-2,-1,-2,1,-5,-2,0,-3
Nc1ncnc2c1ncn2[C@@H]1O[C@H](CNS(=O)(=O)c2ccc3c(c2)CCN(C(=O)C(F)(F)F)C3)[C@@H](O)[C@H]1O,-4,2,1,0,-1,3,0,2,-1,5
O=C(NC(=S)Nc1ccc(Cl)c(C(=O)O)c1)c1ccco1,4,-5,-4,2,3,-4,0,-2,1,-3
CCOC(=O)c1sc(NC(=O)CCN2CCC(C)CC2)c(C(=O)OCC)c1C,-19,2,-8,-12,-20,-5,-3,1,-2,-3
O=C(NCC(=O)N1CCN(S(=O)(=O)c2ccc3c(c2)OCCO3)CC1)c1ccccc1Cl,0,6,2,0,-1,-5,4,-1,4,-1
Cc1onc(-c2ccccc2Cl)c1C(=O)NCC1CCCO1 (stereo not given),4,0,-3,-1,1,-3,-1,-8,-1,1
COc1ccc(CCC(=O)N2CCN(S(=O)(=O)c3cccc(Cl)c3)CC2)cc1,0,-4,11,1,-1,0,0,6,0,14
CCCN(CC(=O)Nc1ccccc1C)C(=O)CC(NC(=O)c1ccccc1)c1ccccc1 (stereo not given),-2,-4,1,2,-7,11,-5,1,-3,-2
COc1ccc(NC(=S)NNc2ccc([N+](=O)[O-])cc2S(=O)(=O)Nc2ccc(C)cc2C)cc1,11,-4,39*,5,0,47*,39*,-2,0,24*
Cc1cc(C)c2[nH]c3nc(SCC(=O)O)nnc3c2c1,-4,-2,-3,-1,2,-4,6,-7,0,5
CCN(CC)CCCN(C(=O)c1ccco1)c1nc(-c2ccc(Cl)cc2)cs1,-24,-12,7,-13,-26,-8,5,6,-4,-3
CC(=O)N[C@@H]1C[C@@H]2O[C@@H](CO)CC[C@@H]2O[C@@H]1CCc1ccc(C#CC2(O)CCCC2)cc1,6,·,-2,·,-1,-4,-3,-5,-1,-7
O=C(NC1C(=O)NNC1c1ccccc1)c1ccccc1 (stereo not given),-2,-5,-5,7,-2,-2,5,-6,-2,5
CCOc1ccc(N2CC(C(=O)NC3CCCCCC3)CC2=O)cc1 (stereo not given),-5,-3,7,-3,6,1,-3,3,1,7
COc1cc(OC)cc(-c2nc(-c3cc4cc(C)ccc4nc3OC)no2)c1,0,-2,7,6,-2,-4,-1,-3,-3,2
Cc1cc2cc(CNC(=O)CC(C)C)ccc2n1C,-1,9,9,-5,4,-5,1,-9,-3,12
Cc1ccc(C)c(CN2C(=O)c3ccccc3S(=O)c3ccc(C(=O)N4CCN(c5ccccn5)CC4)cc32)c1 (stereo not given),2,3,2,-25,-1,-5,3,3,1,2
COc1cc(C)c(Cl)cc1S(=O)(=O)NCC1CCCO1 (stereo not given),-2,-1,5,1,0,-4,-5,-2,-1,0
O=C(CNC(=O)c1ccco1)N/N=C/c1c[nH]c2ccccc12,-1,7,-2,-4,-3,8,0,-1,0,-4
Cc1nc(-c2cnn(-c3ccccc3)c2)c2cc(C)oc2n1,-2,-2,-5,-31,3,-17,2,3,-3,-1
CCCNC(=O)CN1CCN(c2cc3ccccc3c(Cl)n2)CC1,-3,-2,-1,-2,-2,-1,-4,-4,-4,-3
Cc1cccc(Nc2nc(N)c([N+](=O)[O-])c(N3CC(C)OC(C)C3)n2)c1 (stereo not given),5,-5,-16,-15,4,-2,-2,7,7,6
Cc1cc(C)c(NC(=O)C2C3/C=C\CCCCC32)c(C)c1 (stereo not given),2,0,10,2,-1,-3,2,0,-3,4
CC1CCCCC1NC(=O)COC(=O)c1ccc2c(=O)n3c(nc2c1)CCC3 (stereo not given),-5,-5,3,-5,1,-1,-1,3,2,6
O=C(NCCc1ccc(Cl)cc1)c1ncn[nH]1,1,6,-6,-4,2,0,0,1,-2,-1
COc1ccc2c(c1)c(=O)cc(-c1ccccc1)n2C,0,1,6,-1,-1,-4,-3,6,2,-1
O=C(NC(=S)N1CCN(c2ccccc2)CC1)c1ccco1,-9,4,8,2,-4,0,5,-4,-3,6
CCOP(=O)(OCC)C(Nc1ccccc1)c1ccc2c(c1)OCO2 (stereo not given),-10,6,3,3,-26,5,-4,-3,-1,-2
CN(C)Cc1cc(C(F)(F)F)ccc1C(O)(c1ccccc1)c1ccccc1,-14,-1,11,3,-24,6,0,8,1,3
Cc1cc(C(=O)Nc2cccc(O)c2)c(C)o1,4,8,9,-4,3,3,1,-6,2,5
O=C(CN1CCN(c2ccccn2)CC1)Nc1cccc(C(F)(F)F)c1,-3,9,-1,-2,3,1,-6,4,7,-2
COc1ccc(C2C(C(=O)Nc3ccccc3)=C(C)Nc3nc(CCCO)nn32)cc1 (stereo not given),1,-1,2,4,3,1,2,-4,-3,-2
CCOC(=O)Cn1c(=O)c2c(nc(N3CCCCC3)n2Cc2ccccc2)n(C)c1=O,4,-7,2,0,4,-3,-14,-3,0,2
COc1ccccc1CNc1ncccc1[N+](=O)[O-],-2,-2,-1,4,-5,12,-3,-3,1,-3
O=C(O)c1nn(CC(=O)N2CCN(c3ncc(C(F)(F)F)cc3Cl)CC2)c(=O)c2ccccc12,6,-1,3,5,-3,-1,6,0,2,2
COc1ccc(C#Cc2c(-c3ccccc3)n(-c3ccccc3)c3ccc(CO)cc23)cc1,3,-1,0,17,2,6,15,3,3,-2

Bioassay records as filed in PubChem.

An excerpt (hit frequency here may not be typical).
